V1R ag counter – counter-screen for oxytocin receptor agonists: human V1a receptor agonists | P37288 | CHO-V1R cells, Fluo-8 calcium fluorescence, agonist mode; 0% DMSO, 100% 3 nM vasopressin | activation, % at 3 µM | hit rate 0.25% among 320,000 | AID 2797;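 active = activation above the mean activation of all tested compounds plus 3 SD, per screening run, cut at about 20% in these data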;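 note: signal is peak over basal fluorescence ratio across a 100 second FLIPR read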
Target sequence (P37288 whole entry, looked up): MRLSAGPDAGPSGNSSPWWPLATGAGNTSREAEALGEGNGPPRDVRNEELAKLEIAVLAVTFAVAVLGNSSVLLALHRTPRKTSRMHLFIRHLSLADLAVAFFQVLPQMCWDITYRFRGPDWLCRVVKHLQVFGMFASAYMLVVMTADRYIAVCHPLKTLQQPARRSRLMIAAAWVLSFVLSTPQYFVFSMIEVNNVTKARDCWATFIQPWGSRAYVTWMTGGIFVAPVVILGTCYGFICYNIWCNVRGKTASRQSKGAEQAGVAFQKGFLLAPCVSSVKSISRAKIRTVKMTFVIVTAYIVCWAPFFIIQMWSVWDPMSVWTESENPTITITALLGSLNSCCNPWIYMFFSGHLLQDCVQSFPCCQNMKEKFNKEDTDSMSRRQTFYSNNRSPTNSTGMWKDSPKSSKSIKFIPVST
FID counter – displaces DNA intercalator in HCV helicase counter-screen; DNA fluorescent intercalator displacement, fluorescence; hit rate 0.17% among 290,000; inhibition, % at 7.9 µM; in the data active = inhibition above about 37%;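 note: 0% = vehicle and 100% = reference compound; higher means more ethidium bromide displaced from hairpin DNA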
PHOSPHO1 block – blocks human PHOSPHO1 phosphatase activity | recombinant PHOSPHO1, absorbance phosphatase assay | inhibition, % at 13.3 µM | Q8TCT1 | hit rate 1.1% among 290,000 | AID 1565; in the data active = inhibition above about 60%
VIM-2 inhibitor – blocks Pseudomonas aeruginosa VIM-2 metallo-beta-lactamase; purified VIM-2, nitrocefin hydrolysis, epi-absorbance fluorescence; inhibition, % at 5.6 µM; hit rate 0.89% among 290,000; AID 1527;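 active = inhibition above the mean of all tested compounds plus 3 SD, cutoff set per screening run, cut at about 7.5% in these data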;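 note: red hydrolysis product quenches plate fluorescence so inhibitors raise well fluorescence; 0% = enzyme with DMSO and 100% = DMSO without enzyme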
NS3 helicase inh – blocks Hepatitis C virus NS3 helicase unwinding | NS3 helicase DNA unwinding, Cy5 molecular beacon fluorescence | inhibition, % at 10.9 µM | hit rate 0.56% among 290,000;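 active = inhibition above the mean of all tested compounds plus 3 SD, set per campaign, cut at about 35% in these data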;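 note: 0% = DMSO wells and 100% = thioflavine S control wells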
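Assay system: hepatitis C virus NS3 helicase domain fragment enzyme. Also added: annealed dual-labelled DNA beacon duplex, ATP-started. Timing: 1 h reaction at 25 °C, ATP-initiated. Technique: Cy5 fluorescence at 0 and 60 min, beacon hairpin quenching. Evaluation: % inhibition of unwinding. Replication: one well per compound.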
GalR3 antagonist – human GalR3 antagonism; inhibition, % at 3 µM; AID 651719; O60755; hit rate 0.44% among 360,000; HEK293 GalR3-CNG cAMP membrane potential fluorescence; galR3 body fused to GalR1 C-terminus;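 active = inhibition above the screen-wide average plus 3 SD, cut at about 13% in these data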;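 note: forskolin and galanin both at EC90 stimulate the cells; cAMP rise reported by CNG channel membrane potential dye signal; 0% = forskolin plus galanin with DMSO and 100% = forskolin alone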
Target sequence (O60755 1-299 limits assumed): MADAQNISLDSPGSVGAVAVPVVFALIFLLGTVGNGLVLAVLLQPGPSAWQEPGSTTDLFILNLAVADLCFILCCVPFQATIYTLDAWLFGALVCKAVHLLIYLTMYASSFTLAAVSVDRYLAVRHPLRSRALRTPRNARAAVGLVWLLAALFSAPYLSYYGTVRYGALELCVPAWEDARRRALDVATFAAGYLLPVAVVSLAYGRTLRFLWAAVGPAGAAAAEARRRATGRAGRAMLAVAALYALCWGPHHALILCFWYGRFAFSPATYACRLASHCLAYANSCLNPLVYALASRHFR
GPR7 antag – blocks human GPR7 receptor signaling; P48145; GPR7-expressing cells, fluorescence antagonist assay; inhibition, % at 4.4 µM; hit rate 1.1% among 290,000; in the data active = inhibition above about 16%, passing the limit was not always enough;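 note: cells stimulated with the agonist NPW; 0% = agonist with vehicle and 100% = vehicle without agonist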
OXTR ag – human OXTR agonism; P30559; hit rate 0.32% among 320,000; CHO-OTR cells, Fluo-8 calcium fluorescence; normalized: DMSO 0%, oxytocin 100%; AID 2435; activation, % at 3 µM;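 active = activation above the mean of all tested compounds plus 3 SD, cutoff set per screening run, cut at about 20% in these data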;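 note: peak over basal fluorescence ratio from a 100 s FLIPR kinetic read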
Target sequence (P30559 whole entry, looked up): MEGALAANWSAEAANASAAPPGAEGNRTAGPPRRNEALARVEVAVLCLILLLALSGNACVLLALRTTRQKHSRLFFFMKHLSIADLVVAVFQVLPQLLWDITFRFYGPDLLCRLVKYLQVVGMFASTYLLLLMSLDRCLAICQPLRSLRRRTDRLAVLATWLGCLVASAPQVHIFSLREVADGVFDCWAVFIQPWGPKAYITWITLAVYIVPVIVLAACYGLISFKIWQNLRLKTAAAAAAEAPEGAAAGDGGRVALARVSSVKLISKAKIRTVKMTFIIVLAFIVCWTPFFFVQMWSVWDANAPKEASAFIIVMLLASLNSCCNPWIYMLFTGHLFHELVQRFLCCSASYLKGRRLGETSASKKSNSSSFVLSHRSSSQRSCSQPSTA
IMP-1 inhibitor – inhibitors of Pseudomonas aeruginosa IMP-1 metallo-beta-lactamase | purified IMP-1, nitrocefin hydrolysis, epi-absorbance fluorescence | inhibition, % at 5.6 µM | hit rate 0.45% among 290,000 | AID 1556;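 active = inhibition above the mean plus 3 SD of all compounds in the same screening run, cut at about 4.5% in these data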;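 note: 0% = IMP-1 with DMSO and 100% = DMSO wells lacking enzyme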
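System – purified recombinant IMP-1 beta-lactamase · Input – IMP-1 dispensed at 0.2 nM · Timing – 15 min preincubation plus 25 min reaction at 25 °C · Signal – Epi-absorbance fluorescence, 480 nm excitation, 530 nm emission · Measure – percent IMP-1 inhibition derived from blank-referenced optical density · Controls – Enzyme-plus-DMSO low control, enzyme-free DMSO high control · Replication – singlicate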
An asterisk follows results filed as active; · = no result given. No enrichment for hits; overall some 4.3% were active at least once.

Every second line gives: IMP-1 inhibitor	V1R ag counter	PHOSPHO1 block	OXTR ag	NS3 helicase inh	GPR7 antag	FID counter	VIM-2 inhibitor	GalR3 antagonist
Cc1cccc(Nc2cnn(C34CC5CC(CC(CC(=O)O)(C5)C3)C4)c(=O)c2Cl)c1
    -1.6	0.7	13	0.3	9	4	-52	-2.4	-2
COc1ccc(/C=N/NC(=O)c2cccnc2)cc1CN1CCN(c2ccc(F)cc2)CC1
    -2.7	0.4	-16	1.4	9	-14	4	-3.5	-2
COc1ccc(/C=C2\Sc3ccc(C(=O)N4CCc5ccccc5C4)cc3N(C)C2=O)cc1
    -1.9	0.4	2	-1.6	-8	4	-13	-2.9	·
Cc1ccc2nc(-c3ccc(NC(=O)CN4C(=O)NC(C)(c5ccc(OC(F)F)cc5)C4=O)cc3)sc2c1 (stereo not given)
    -0.3	3.0	1	2.4	-12	-8	-5	-1.1	-8
O=C(O)CCCN=Cc1c(O)c2ccccc2oc1=O
    -2.5	0.5	6	-0.6	16	-16	-4	-5.8	1
Cc1ccccc1OCc1nc(-c2ccc(NC(=O)c3ccc4c(c3)OCO4)cc2)no1
    -1.9	2.6	21	0.8	-7	-14	-4	-2.5	-2
CCOc1ccccc1-c1nc(-c2ccc(C)nc2OC)no1
    -0.5	-1.2	8	-2.8	7	-9	-19	-1.9	-3
CCOC(=O)c1[nH]ncc1CN1CCCC(C(=O)c2ccc(OC)c(OC)c2)C1 (stereo not given)
    -2.4	1.2	6	2.4	-2	-7	-1	-1.4	-5
Cc1nnc(N/N=C/c2cc(C)n(-c3ccc(F)cc3)c2C)n1N
    -3.1	0.6	1	-0.6	-3	8	3	-4.4	-5
CCN1CCN(C(CNS(=O)(=O)c2cccs2)c2cccnc2)CC1 (stereo not given)
    -0.7	0.6	32	0.4	-4	-7	-1	-3.6	-7
COc1ccc(N=C/C=C2/C=C(c3ccccc3)OC(C)(C)O2)cc1
    -1.7	-1.5	50	-1.6	-20	20	10	-1.7	-6
Cc1ccc(OCc2cc(C(=O)N3CCc4[nH]cnc4C3c3ccccn3)no2)cc1C (stereo not given)
    -3.8	1.6	17	1.7	-18	-1	-16	-6.4	-4
c1ccc2c(-c3nnc4n3CCCCC4)c[nH]c2c1
    -0.9	0.7	7	1.3	4	2	-1	-0.4	-2
CC(C)N1C(=S)SC2CS(=O)(=O)C=C21 (stereo not given)
    -5.1	1.8	20	-1.2	12	-5	4	-3.7	-1
c1ccc(C(c2nnnn2C2CCCC2)N2CCCCCC2)nc1 (stereo not given)
    -0.3	-0.3	3	-2.1	-13	11	3	-1.1	-2
Cc1nc(NC(=O)c2ccc(-c3cc4ccccc4oc3=O)cc2)ccc1Br
    0.2	2.1	-3	-0.2	5	-5	-4	1.8	-4
CNC(=O)C12N=CNN=C1N(C)C(=O)N2C (stereo not given)
    -2.3	0.0	9	0.8	-31	-7	2	-2.5	-2
O=C(Nc1ccncc1)Nc1cccc(C(F)(F)F)c1
    -3.7	12	36	10	-16	-12	12	-2.0	-1
CCOC(=O)Cc1cc(=O)[nH]c(=O)[nH]1
    -2.6	0.0	-18	-0.4	1	8	0	-3.6	-2
CCOc1ccc(NC(=O)COC(=O)c2cccnc2)cc1
    -3.5	0.3	2	-0.9	-9	-13	-3	-2.8	-1
CCOC(=O)C1C(c2cc(OC)c(O)c(OC)c2)NC(=S)NC1(O)C(F)(F)F (stereo not given)
    -1.1	0.3	-4	-1.4	18	-6	0	-4.1	5
O=C(O)CCN1C(=O)C2C3CC(C2C1=O)C1C(c2ccccc2)c2sc(=O)[nH]c2SC31 (stereo not given)
    -1.8	7.6	31	0.1	0	7	-11	0.2	-4
COc1ccc(N2CCN(S(=O)(=O)c3ccc4c(c3)NC(=O)CS4)CC2)cc1
    -2.0	6.5	15	6.0	-10	-6	-27	-2.5	-6
Cc1c(NC(=O)CSc2n[nH]c(=O)n2-c2ccccc2)c(=O)n(-c2ccccc2)n1C
    -2.2	0.2	-31	-1.1	8	-6	-2	-2.6	-2
CC(=O)CCC(=O)N1CCCC(CNC(=O)c2ccc(-c3ccccc3)cc2)C1 (stereo not given)
    -0.4	1.3	56	0.2	-7	4	-19	0.2	-1
Cc1ccccc1CNC(=O)CCCn1ncn2c(cc3occc32)c1=O
    -4.4	-0.4	17	-1.9	19	2	-35	-0.9	0
NS(=O)(=O)c1cc2c(cc1Cl)NC(CSCc1ccccc1)=NS2(=O)=O
    -1.6	0.3	-1	0.5	14	-9	5	-0.7	·
Cc1cccc(S(=O)(=O)NCC2CCCO2)c1 (stereo not given)
    -1.6	1.4	-12	-0.1	-1	4	-2	-2.1	-3
COc1ccc(Cl)cc1S(=O)(=O)NC(C)C(=O)NCc1ccncc1 (stereo not given)
    -1.6	0.0	44	0.5	-3	-1	-5	-3.1	-6
O=C(NCC1CCCO1)c1csc2c1CCCCC2 (stereo not given)
    -3.6	-0.5	47	-0.4	4	1	-10	0.0	-11
CCN(C(=O)c1cc2c(=O)[nH]c3ccc(C)cc3c2s1)c1ccccc1F
    -2.8	0.4	3	-0.4	-5	-4	-7	-2.0	-4
CC(C)OC(=O)C1C(=O)CC(C)(O)C(C(=O)OC(C)C)C1c1cccc([N+](=O)[O-])c1 (stereo not given)
    -2.7	-0.7	-5	-0.2	2	7	-19	-1.4	0
CCCCn1c(CN2CCN(c3ccc(F)cc3)CC2)nc2c1c(=O)n(C)c(=O)n2C
    0.6	-0.6	-12	-0.8	-4	-3	1	-0.7	·
COc1ccc(OCCn2cc(C=O)c3ccccc32)cc1
    -1.9	6.0	30	3.5	-7	-11	-13	-2.3	-11
Cc1c(-c2ccc(Cl)cc2Cl)nc2ccccc2c1C(=O)NCCN1CCOCC1
    -1.9	0.9	53	0.1	-5	-7	-13	-2.8	1
COc1ccc(/C=N/NC(=O)c2ccc(Br)cc2)cc1CN1CCOCC1
    -3.3	-0.6	16	1.1	12	-1	1	-3.3	-1
O=C(O)CCC(=O)NNC(=O)c1cccc(Cl)c1
    -3.0	1.1	-17	1.0	-7	-5	-5	-4.0	3
Oc1ccc(Cl)cc1-c1cc(-c2cccc(Br)c2)n[nH]1
    -1.6	-0.3	21	0.2	-1	-5	7	-5.7	-6
CC(=O)NC12CC3CC(C1)CC(C(=O)Nc1nccs1)(C3)C2
    -2.0	-0.1	6	0.2	7	-3	-4	-2.3	-3
O=C(c1cc(-c2ccc(Cl)cc2)on1)N1CCN(c2ccc(F)cc2)CC1
    -3.5	0.5	8	-0.2	-8	-6	-6	-2.0	-1
O=S1(=O)N=C(Nc2nc3c(s2)CCCC3)c2ccccc21
    -4.2	2.9	-1	1.9	-1	3	-4	-3.8	0
Cc1ccc(N2C(=N)SCC2=O)cc1Cl
    -3.6	-0.2	-2	0.3	-2	-5	-2	-0.4	2
COCCCN1C(=O)C(=O)/C(=C(/O)c2ccc(OC)cc2)C1c1ccc(O)c(OC)c1 (stereo not given)
    -5.4	-0.4	-29	-0.4	6	-12	1	-3.8	-1
CCc1cc(CNC(=O)c2cccc(OC3CCN(S(C)(=O)=O)CC3)c2)on1
    -3.1	6.1	15	2.2	-7	-11	-46	-5.1	-2
COC(=O)c1ccc2nc(NC(=O)CCS(=O)(=O)c3ccccc3)sc2c1
    -1.4	3.8	18	0.6	4	-15	-21	-2.5	-3
COc1ccccc1-n1c(SCC(N)=O)nnc1-c1ccccc1
    -0.2	-0.5	4	1.0	-13	4	-6	0.5	-3
COc1ccc(NC(=O)CSc2nnc(CNC(=O)c3ccco3)o2)cc1
    -4.8	-0.1	-30	-0.3	1	-6	2	-4.8	5
CCOc1ccc(NC(=O)c2ccccc2NC(=O)CN(C)CC(=O)Nc2ccc(C)cc2)cc1
    -2.8	0.3	14	3.2	-7	6	-15	-3.4	-3
O=C1c2ccc(-c3nc4ccccc4o3)cc2C(=O)N1Cc1cccnc1
    -1.4	-0.4	·	1.0	4	-6	-1	-0.4	0
CCOC(=O)C1(CCOC)CCN(C/C=C/c2ccccc2OC)CC1
    -0.8	6.3	·	4.1	-6	-3	0	-2.0	-5
Cc1ccc(C2=NN(C(=O)CN3C(=O)c4ccccc4S3(=O)=O)C(c3ccco3)C2)cc1 (stereo not given)
    -4.1	-0.3	-16	1.1	-1	-9	2	-4.5	-7
Cc1ccc(/C=C2\SC(N3CCN(C(c4ccccc4)c4ccccc4)CC3)=NC2=O)o1
    -0.4	0.9	2	-1.4	13	-10	-19	-3.0	-10
Cc1ccccc1C(=O)Nn1cnnc1
    -1.9	0.8	19	-0.2	-1	-13	-1	0.6	-3
Cc1cccc(Oc2coc3cc(OC(=O)c4cc5ccccc5oc4=O)ccc3c2=O)c1
    -6.5	0.9	46	0.8	-1	0	1	-1.0	-4
COc1ccccc1N/N=C/c1ccc2c(c1)OCO2
    -0.1	0.9	8	-0.8	-13	-3	-1	-5.8	-5
O=C1CCCc2oc3c(cc(NS(=O)(=O)c4ccc5c6c(cccc46)C(=O)N5)c4ccccc43)c21
    -0.8	0.2	35	0.5	-2	-12	-20	-2.1	41*
C/C(=N/NC(=O)CNc1ccc(C)cc1)c1ccc(Br)s1
    -2.9	3.8	26	4.1	4	-12	-1	-2.9	-6
CCN(c1ccccc1)S(=O)(=O)c1ccc2c(c1)CC(C)N2C(=O)C1CC1 (stereo not given)
    -0.6	5.1	34	3.6	-5	15	-41	0.2	-9
Cc1ccc(CN(C)C(=O)c2ccccc2Oc2ccccc2)o1
    -2.2	-1.7	4	-2.2	4	2	-16	-1.7	-4
Cc1cc(C(C)(C)C)cc(S(=O)(=O)Nc2cccc(C(=O)O)c2)c1C
    -3.6	-0.1	12	0.3	13	-7	-28	-0.1	-6

Carrying on.
Every second line gives: IMP-1 inhibitor	V1R ag counter	PHOSPHO1 block	OXTR ag	NS3 helicase inh	GPR7 antag	FID counter	VIM-2 inhibitor	GalR3 antagonist
COC(=O)C(C)n1cnc2c(cnn2-c2ccc(Cl)cc2)c1=O (stereo not given)
    -1.6	7.1	6	6.6	3	-14	-5	-1.7	-2
CCOc1ccc(OCCCC(=O)NCCc2ccc(OC)cc2)cc1
    -0.4	2.9	15	-1.1	0	6	-40	-1.0	-2
O=C(CSc1ccccc1)NCCc1ccccc1
    -4.7	0.2	19	-1.5	7	-12	-8	-3.7	-8
COc1ccc(/C=C/c2nnc(NC(=O)COc3cccc(C)c3)s2)cc1
    -3.5	0.6	8	0.1	6	-12	-3	-0.4	-5
COc1ccccc1-c1cn[nH]c(=S)n1
    -1.2	0.2	33	-0.7	-4	-5	3	-2.2	-10

2 entries drawn at random from the list so far:
Every second line gives: IMP-1 inhibitor	V1R ag counter	PHOSPHO1 block	OXTR ag	NS3 helicase inh	GPR7 antag	FID counter	VIM-2 inhibitor	GalR3 antagonist
COCCCN1C(=O)C(=O)/C(=C(/O)c2ccc(OC)cc2)C1c1ccc(O)c(OC)c1 (stereo not given)
    -5.4	-0.4	-29	-0.4	6	-12	1	-3.8	-1
COc1ccccc1N/N=C/c1ccc2c(c1)OCO2
    -0.1	0.9	8	-0.8	-13	-3	-1	-5.8	-5
